CF NFkB inh: inhibitors of cystic fibrosis induced NF-kB | KKLEB NF-kB-GFP reporter, PAF-induced, GFP fluorescence overnight | inhibition, % at 5 µM | 360,000 compounds, 0.86% hits;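 active = at least 50% inhibition at 5 µM, scaled per plate between neutral and stimulator controls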;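 also: PAF is a Pseudomonas aeruginosa culture filtrate used as stimulus; plate controls were PAF-stimulated DMSO wells for no effect and unstimulated DMSO wells for full effect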
NCOA1 inh: inhibits human SRC1 coactivator; Q15788; HEK293 GAL4-SRC1 luciferase reporter, luminescence; inhibition, % at 3.6 µM; 360,000 compounds, 0.12% hits;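 active = inhibition above the campaign mean plus 3 SD, with each screening campaign given its own cutoff, cut at about 60% in these data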;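 also: 0% = DMSO treated cells and 100% = gossypol at 36 µM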
TWEAK-Fn14 inh: TWEAK-Fn14 signaling inhibition; TWEAK-stimulated Fn14 reporter cells, luciferase luminescence, 8 h; inhibition, % at 10 µM; 360,000 compounds, 2% hits; AID 1159606; in the data active = inhibition above about 50%
NR2F2 inh: blocks human COUP-TFII nuclear receptor | 370,000 compounds, 0.7% hits | P24468 | inhibition, % at 8.6 µM | AID 686940 | HEK293T NGFI-A luciferase reporter, luminescence;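 active = inhibition above a per-plate cutoff, mean inhibition of test wells between control levels plus 3 SD, cut at about 38% in these data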;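 also: cells cotransfected with COUP-TFII expression vector driving the NGFI-A reporter; 0% = median of COUP-TF2 test wells and 100% = reporter-only cells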
Target sequence (P24468 whole entry, looked up): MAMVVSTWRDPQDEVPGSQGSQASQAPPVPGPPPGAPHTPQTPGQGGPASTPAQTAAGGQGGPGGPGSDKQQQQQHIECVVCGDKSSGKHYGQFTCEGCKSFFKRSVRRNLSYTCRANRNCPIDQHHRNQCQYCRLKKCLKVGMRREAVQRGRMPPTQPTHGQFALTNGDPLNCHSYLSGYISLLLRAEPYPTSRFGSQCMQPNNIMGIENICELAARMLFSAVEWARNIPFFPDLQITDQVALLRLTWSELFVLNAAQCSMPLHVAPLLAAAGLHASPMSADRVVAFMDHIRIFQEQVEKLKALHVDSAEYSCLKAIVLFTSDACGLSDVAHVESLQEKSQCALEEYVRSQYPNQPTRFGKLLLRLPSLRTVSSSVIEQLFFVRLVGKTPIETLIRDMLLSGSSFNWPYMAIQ
KKLEB tox: CF airway cell cytotoxicity counter-screen; KKLEB CF airway cells viability, ATPlite luminescence, overnight; hits give low values; cells stimulated with P. aeruginosa culture filtrate; activity change (cytotoxicity), % at 5 µM; 360,000 compounds, 0.36% hits; AID 602141;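 active = corrected activity change at or below -50% at 5 µM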
LRH-1 inv ag: NR5A2 inverse agonism in reporter assay; O00482; HEK293T StAR-luciferase reporter, LRH-1 transfected, 24 h; inhibition, % at 3.6 µM; 360,000 compounds, 0.13% hits; AID 602396;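 active = inhibition above the mean inhibition of all tested compounds plus 3 SD, cut at about 73% in these data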;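 also: 0% = DMSO wells and 100% = reporter-only cells lacking LRH-1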
Target sequence (O00482 whole entry, looked up): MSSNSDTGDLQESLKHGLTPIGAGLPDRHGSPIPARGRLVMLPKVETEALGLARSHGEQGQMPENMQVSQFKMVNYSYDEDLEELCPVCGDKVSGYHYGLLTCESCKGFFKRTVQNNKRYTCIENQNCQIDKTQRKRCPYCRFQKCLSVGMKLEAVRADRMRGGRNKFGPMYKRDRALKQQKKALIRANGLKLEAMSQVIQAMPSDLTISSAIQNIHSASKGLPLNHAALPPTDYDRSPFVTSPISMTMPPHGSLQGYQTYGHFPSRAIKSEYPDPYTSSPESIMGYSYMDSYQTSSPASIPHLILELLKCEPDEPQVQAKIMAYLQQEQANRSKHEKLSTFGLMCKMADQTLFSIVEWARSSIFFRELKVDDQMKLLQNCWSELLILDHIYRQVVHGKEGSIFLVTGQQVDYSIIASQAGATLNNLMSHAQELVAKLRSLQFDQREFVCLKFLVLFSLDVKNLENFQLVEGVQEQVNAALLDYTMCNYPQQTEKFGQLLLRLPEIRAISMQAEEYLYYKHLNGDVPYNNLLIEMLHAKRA
TRAIL sens C8: sensitizes caspase-8 expressing cells to TRAIL; NB7+C8 cells + TRAIL, ATPlite viability luminescence; inhibition (viability loss, TRAIL sensitization), % at 10 µM; 360,000 compounds, 1% hits;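 active = compounds causing at least 50% loss of cell viability in the single-dose screen, relative to plate controls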
TROY NFkB inh: TROY signaling inhibition; inhibition, % at 10 µM; AID 1347056; 360,000 compounds, 0.98% hits; Q293 LMP1-TROYcd NF-kB luciferase reporter, 4 h;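 active = compounds whose plate-normalised and pattern-corrected inhibition of the luciferase reporter signal at the single screening dose is 50% or more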
SRC3 inh: inhibits human SRC3 coactivator; Q9Y6Q9; HEK293 GAL4-SRC3 luciferase reporter, luminescence; inhibition, % at 3.6 µM; 360,000 compounds, 0.17% hits; AID 588352;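 active = inhibition above a per-campaign cutoff, the mean of all compounds plus 3 SD, cut at about 60% in these data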;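 also: 0% = DMSO-treated cells and 100% = gossypol-treated cells at 36 µM; higher means less SRC3-driven luciferase light from the GAL4 reporter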
EBV LMP1 NFkB: reduces LMP1-driven NF-kappaB luciferase signal | LMP1-induced NF-kappaB luciferase reporter cells, luminescence | inhibition, % at 12.5 µM | 350,000 compounds, 0.69% hits | AID 504558; in the data active = inhibition above about 41%;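 also: 0% = neutral control wells and 100% = reference inhibitor control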
SRC2 inh: human SRC2 (NCOA2) inhibition | AID 651957 | HEK293 GAL4-SRC2 luciferase reporter, luminescence | 370,000 compounds, 0.17% hits | Q15596 | inhibition, % at 9 µM;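 active = inhibition above the mean inhibition of all tested compounds plus 3 SD, set per campaign, cut at about 52% in these data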;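 also: 0% = DMSO treated cells and 100% = cells given Gossypol at 36 µM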
* marks the source's active call; other numbers are inactive results; · = no result given.

Every second line gives: CF NFkB inh, LRH-1 inv ag, SRC2 inh, KKLEB tox, TROY NFkB inh, TRAIL sens C8, SRC3 inh, TWEAK-Fn14 inh, EBV LMP1 NFkB, NCOA1 inh, NR2F2 inh
COc1ccc(CCNC(=O)c2cc3c(=O)n4ccccc4nc3n(CCN3CCOCC3)c2=N)cc1
    -8, 28, 7, -9, 48, 23, 6, 63*, 0, 22, 10
CO/N=C/C(=N\Nc1ccc(OC)cc1)C(=O)c1ccc(OC)cc1
    -11, 5, -19, -2, 6, 0, 11, 26, 7, -13, -7
COc1ccc(CCNC(=O)C2CC(c3ccccc3C(F)(F)F)=NO2)cc1 (stereo unspecified)
    -13, 14, 8, 21, -5, 4, 0, 4, -8, -25, 4
COc1cc(OC)cc(-c2nn[nH]n2)c1
    15, 3, -10, 8, -14, -4, 33, 3, 7, -27, 3
O=C(Cc1c(Cl)cccc1Cl)OCC(=O)N1CCOCC1
    3, -7, -23, 3, 14, 3, 6, 6, 4, -8, -24
CNC(=O)CSc1nc(-c2ccccc2)c(-c2ccccc2)[nH]1
    -9, 4, 0, 3, -15, -1, 10, 8, -1, 13, 2
CCOC(=O)C(C)Sc1nc(N)c(NC(=O)c2ccc(OC)c(OC)c2)c(=O)[nH]1 (stereo unspecified)
    22, -4, 25, -15, -23, 8, -6, -17, -9, -24, 2
O=C(Cn1cnc2ccccc2c1=O)N/N=C/c1ccc(Br)cc1
    5, 7, -2, -13, -1, 16, 5, 8, -5, 0, -3
COCCNC(=O)c1cccc2c(-c3cccc(C(N)=O)c3)coc12
    9, -7, -34, 1, -14, 3, -20, 6, ·, -14, -34
Cc1cc(N2CC(C)OC(C)C2)n2cc(-c3ccccc3)nc2n1 (stereo unspecified)
    -20, 6, -9, 4, -11, -6, -4, -8, -5, -12, 1
S=C(NCCc1ccccc1)N/N=C/c1ccc(Cl)cc1
    -4, -21, 8, -2, -10, -11, 19, -34, 1, 6, 9
CC(C)NC(=O)CSc1nc2sccc2c(=O)n1-c1ccccc1
    -16, 3, 3, -7, 8, -1, -24, 3, -6, 17, 16
O=C(CSc1nnc(Nc2ccccc2)s1)Nc1ccc(S(=O)(=O)N2CCOCC2)cc1
    -9, -8, 0, 0, 7, 7, 15, 35, 4, -47, 6
COC(=O)c1ccccc1N=C(SC)N(C)C
    7, 1, -25, -4, 1, -11, -2, -2, -5, -3, 4
CS(=O)(=O)c1ccc(C(=O)NC2CCCc3ccccc32)cc1 (stereo unspecified)
    -2, -9, ·, 8, -2, -4, 10, -2, -7, -8, ·
COc1ccc(-c2nnc(SCC(=O)NCc3ccco3)o2)cc1
    3, -27, -2, -2, -24, -15, -8, -15, -2, -23, -15
Cc1ccc2nc(NCCCO)[nH]c2c1
    -21, 3, -14, 3, -22, 13, -12, -20, -7, -67, -17
Cc1[nH]c2ccc(C(=O)OCC(=O)Nc3cccc(S(N)(=O)=O)c3)cc2c1C
    -13, -6, -1, 8, -8, 19, -20, -17, 1, 2, 2
CCN(CC(=O)NC1CC1)S(=O)(=O)c1ccc(OC)cc1
    4, -2, 8, -2, 5, -6, 8, -13, 2, -5, -1
Cc1ccccc1OCCC(=O)Nc1c(C)n(C)n(-c2ccccc2)c1=O
    -8, 9, -17, -5, 2, -1, 7, -20, -3, -20, -1
CCOC(=O)c1ccc(Nc2sc(C(=O)c3cccc([N+](=O)[O-])c3)c(N)c2C#N)cc1
    -5, -2, 19, -8, -67, 38, -6, 8, 10, -7, -5
Cc1ccc(-c2nc(C#N)c(N3CCC(C(N)=O)CC3)o2)cc1
    -30, 6, 2, 2, 4, 3, -17, 37, 7, 6, 1
N#Cc1c2c(c(NCCN3CCOCC3)n3c1nc1ccccc13)CCCC2
    15, 31, 4, -18, -1, 17, -16, 11, -3, -1, -8
CCCNC(=O)c1ccc(C2SCC(=O)N2CCc2ccccc2)cc1 (stereo unspecified)
    -43, 12, 5, 2, 13, 0, 12, -1, -14, 4, 12
CCOC(=O)[C@@H]1[C@H]2COc3ccc(Br)cc3[C@H]2N2C(=O)N(c3ccc(F)cc3)C(=O)[C@]12C
    6, 3, 17, 0, 4, 0, 0, 1, 1, -13, -1
CC1=CC2=NC(=O)/C(=C\c3cccn3CCOc3cc(C)ccc3C)C(=N)N2O1
    16, 4, 7, -5, 15, 6, 0, 13, 0, 8, -5
COc1ccc(NS(=O)(=O)c2cn(C)cn2)cc1
    -1, 1, 8, 1, 14, -5, 13, -18, -1, -27, 13
COc1cc(/C=N/NC(=O)c2ccc3c(c2)OCO3)ccc1O
    7, -60, -34, 4, -29, 10, -39, -3, -3, -17, -33
CCOc1ccc(NS(=O)(=O)c2ccc(C)c(C(N)=O)c2)cc1
    -5, 9, 9, 18, -2, -6, 17, 2, -3, -21, 5
COc1ccc(CNC(=O)COC(=O)CN2C(=O)C3CCCCC3C2=O)cc1 (stereo unspecified)
    -21, -1, 11, 13, -13, 16, 10, -6, 3, 12, -5
Cc1ccc(F)cc1C(=O)N1CCCC1(C)C(=O)NCC(C)C (stereo unspecified)
    13, 16, -5, 1, 0, -11, -24, -8, ·, -12, 6
O=C(Nc1cccc(OC(F)(F)F)c1)[C@@H]1O[C@H](CO)[C@H](O)[C@H](O)[C@H]1O
    3, 21, -25, 0, -14, -8, -15, 13, ·, 5, 2
CC1(C)C(Cl)C(=O)C(C(=O)c2ccccc2)C(=O)C1Cl (stereo unspecified)
    -10, 17, 2, 0, 16, -5, -18, -7, 12, 9, 6
CC(C)(C)C1CCc2sc(-c3nnc(CCl)o3)cc2C1 (stereo unspecified)
    -3, -27, 24, -8, -23, 19, -25, 3, -8, -17, 10
COC(=O)c1ccc(NC(=O)CSc2nc3[nH]ncc3c(=O)[nH]2)cc1
    5, -3, 1, 17, -3, -11, -9, 0, -2, -6, 0
O=C(CNc1cccc(C(F)(F)F)c1)N/N=C/c1cccc(Br)c1
    -13, -1, -1, 8, -8, -4, 4, 4, -4, -3, 0
N=c1c(C(=O)NC2CCCC2)cc2c(=O)n3ccccc3nc2n1CCN1CCOCC1
    -18, 9, -6, 1, 4, 6, 2, 0, 6, 2, 2
Cc1ccc2nc(-c3ccncc3)cc(C(=O)Nc3ccc(F)cc3C)c2c1
    -26, 2, -13, 2, -20, 1, -1, -16, -2, -31, 16
CCn1cc(/C=C2\SC(=O)N(CC(=O)Nc3ccc4c(c3)OCO4)C2=O)c2ccccc21
    21, 6, -24, -36, 21, -4, -6, 5, -3, -4, -9
Cc1ccsc1/C=N/NC(=O)Nc1ccccc1
    -19, -129, -58, 1, -35, 20, -69, 3, -30, -69, -61
C=CCN(CC=C)C(=O)C[n+]1ccc(C(N)=O)cc1
    12, 3, 2, -7, 11, -5, 12, -6, 7, -10, 7
Clc1cccc(C2=NOC(c3nnc(-c4ccccc4)o3)C2)c1 (stereo unspecified)
    -3, 19, -9, 2, -18, 17, -8, -5, 0, -6, -5
O=C(O)[C@@H]1CCCN1c1ncnc2sc3c(c12)CCC3
    -2, 9, 12, 5, -17, 5, 4, -17, -5, -21, -4
O=C(Nc1cc(S(=O)(=O)N2CCOCC2)ccc1N1CCCC1)c1cccnc1Cl
    16, 0, -15, -3, 1, 2, -36, 5, 6, -15, 0
CN(CCc1ccccn1)C(=S)NC(=O)c1ccco1
    -7, 19, 10, 6, -6, -4, 17, -7, 1, -12, -2
CCOC(=O)N1CCc2c(sc3nc4n(c(=O)c23)N=C(c2ccc(OC)cc2)CS4)C1
    1, -12, -11, -3, -2, 1, -2, 4, -5, 0, 3
O=C(COC(=O)CCNS(=O)(=O)c1ccccc1)NC(=O)c1ccccc1
    0, -20, -42, -6, 6, -2, 1, -14, -1, -3, -10
O=C(Nc1ccc(C2SCCS2)cc1)c1ccccc1
    -5, -184, -65, -10, -23, 32, -87, -5, ·, -115, -36
CC(C)C[C@H]1CNC(=O)C(=O)N1C[C@H]1CCCN1C[C@H](Cc1ccc(O)cc1)N1C[C@H](CC(C)C)N(CC2CCCCCC2)C(=O)C1=O
    ·, -16, -3, ·, -21, -11, ·, 2, ·, ·, 2
Cc1ccccc1NC(=O)Cc1cn(C)c2ccccc12
    -32, -27, -23, -1, -13, 6, 9, -6, 8, -24, 7
CCn1c(C)c(C(C)=O)c(N2CCCC2)nc1=S
    3, 12, -33, 4, -5, -1, -3, -2, 5, 10, -14
CCOc1ncccc1C(=O)OCC(=O)c1cccc(Br)c1
    -7, 4, -29, -2, -1, -3, 5, -17, 2, 0, 12
COCCNC(=O)c1ccc(Cn2c(=S)[nH]c3cc4c(cc3c2=O)OCO4)cc1
    -3, -7, -6, 2, -7, -7, 6, -16, 1, -3, 3
O=c1[nH]c(-c2ccc(Cl)cc2)nc(=S)[nH]1
    16, 10, -4, 1, -7, 7, 1, -8, 2, 5, 4
CCOc1ccc(Nc2nc(Cc3nnc(SCC(=O)NCC4CCCO4)n3C)cs2)cc1 (stereo unspecified)
    -5, -40, -3, 2, -19, -2, -9, -2, 2, 4, 2
COc1ccc(/C(C)=N/Nc2ccccc2Cl)c(O)c1
    -1, -24, -46, -4, 9, -29, -35, -5, -49, -61, -20

Two entries drawn at random from those above, as already listed:
Every second line gives: CF NFkB inh, LRH-1 inv ag, SRC2 inh, KKLEB tox, TROY NFkB inh, TRAIL sens C8, SRC3 inh, TWEAK-Fn14 inh, EBV LMP1 NFkB, NCOA1 inh, NR2F2 inh
Cc1ccc(F)cc1C(=O)N1CCCC1(C)C(=O)NCC(C)C (stereo unspecified)
    13, 16, -5, 1, 0, -11, -24, -8, ·, -12, 6
CCOC(=O)[C@@H]1[C@H]2COc3ccc(Br)cc3[C@H]2N2C(=O)N(c3ccc(F)cc3)C(=O)[C@]12C
    6, 3, 17, 0, 4, 0, 0, 1, 1, -13, -1

Screening results from PubChem BioAssay.
